# Dynein transport = inhibitors of GR-EGFP nuclear translocation, primary screen, dynein cargo transport inhibitor project, imaging, high-content, 3617.4 mouse cells; test concentration mostly 20 µM; stimulated with dexamethasone, 1 µM; hits give low values; z-score, hits read low; 220,000 compounds, 0.47% hits;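 active = plate z-score of nuclear minus cytoplasmic receptor signal below a set negative limit, without overly bright fluorescence or cell loss, cut at about -3.5 in these data, passing the limit was not always enough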;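 also: z-score of nuclear minus cytoplasmic ring GR-EGFP intensity difference per well; some compounds called inactive have numbers as strong as hits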
#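 Schedule: 48 h induction, then 1 h compound, then 30 min agonist, 37 °C. Buffer or medium: tetracycline-free induction medium containing charcoal-stripped FBS. Reagent: 1.0 µM final dexamethasone stimulus. Evaluation: nuclear versus cytoplasmic GR-EGFP signal, averaged per well. Signal: high-content fluorescence imaging after fixation.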
# b-catenin transl = modulators of beta-catenin nuclear translocation, primary screen, imaging, HeLa cells, immunofluorescence, high-content; AID 1665, 2009; nuclear translocation activity, % at 5 µM; 190,000 compounds, 0.3% hits;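 active = nuclear translocation activity above 50% at 5 µM, with a well cell count of 50 or more; inconclusive = wells under 50 cells across six images, flagged as toxic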;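 also: per-cell ratio of nuclear to cytoplasmic median beta-catenin stain intensity; plate controls were DMSO negative control for no effect and GSK-3 inhibitor IX positive control for full effect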
#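 Signal – beta-catenin immunofluorescence imaging with DAPI · Test system – human HeLa cell line · Dosing – 5 µM primary single dose, 0.1% DMSO, 0.02–20 µM confirmation series · Measure – % activation, nuclear-to-cytoplasmic median beta-catenin signal ratio per cell · Incubation – 24 h compound exposure at 37°C, 5% CO2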
# human PMI inhibitors = human PMI inhibitors, high substrate, primary screen, biochemical, fluorescence intensity, high mannose 6-phosphate (AID 1220); Mannose-6-phosphate isomerase (Homo sapiens); recombinant PMI enzyme, coupled fluorescence intensity; higher % means a stronger effect; inhibition, % at 20 µM; hits with a dose series show IC50 in µM; 190,000 compounds, 0.66% hits
# Insulin prom up = insulin promoter activators in MIN6 cells, imaging, high-content screening, mouse beta cells; MIN6 insulin promoter-GFP reporter; hits give high values; z-score at 5 µM; 190,000 compounds, 0.3% hits;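 active = z-score above 3 at 5 µM with at least 500 cells counted in the well; inconclusive = wells under 500 cells, flagged as cytotoxic or low count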
# PMI inhibitors = inhibitors of human PMI, primary screen, biochemical, fluorescence intensity, coupled assay (AID 1209); Mannose-6-phosphate isomerase (Homo sapiens); 190,000 compounds, 0.42% hits; purified PMI enzyme, coupled fluorescence intensity; higher % means a stronger effect; inhibition, % at 20 µM, or IC50 in µM where a hit was titrated;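 also: plate controls were DMSO vehicle for no effect and wells lacking substrate for full effect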
# WT yeast gro inh = growth inhibition of WT strain, primary screen, mitochondrial fusion inhibitor project, WT and mutant strains, chemical genetic; inhibition, % at 10 µM; mitochondrial fusion phenotypic screen; 190,000 compounds, 2.1% hits; AID 1362, 2008; in the data active = inhibition above about 58%; tested in S. cerevisiae
# Yfh1-off respiration = enhancers of respiration in Yfh1-depleted yeast, dose response, Friedreich's ataxia, plus single-dose screen (AID 1465). S. cerevisiae Yfh1-off respiration, WST-1 reduction, 72 h; higher fold induction means a stronger effect. one-dose fold induction at 50 µM; EC50 in µM for titrated hits. 220,000 compounds, 0.074% hits;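 active = fold induction of absorbance versus untreated yeast above a set limit, then at least 30% activation at any dose in follow-up; inconclusive = repeats straddling the limit, or above it without dose testing; inactive = fold induction below the set limit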;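 also: activators that raise dye reduction in frataxin-depleted yeast; strong numbers were not always called active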
# Autophagy HCS = autophagy modulators in MEF cells, primary screen, imaging, high-content, MEF GFP-LC3. AID 463193, 2010. 190,000 compounds, 0.98% hits. MEF GFP-LC3 puncta imaging; test concentration mostly 10 µM. calls only at 10 µM (by protocol);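 active = percentage of spot-positive cells more than 3 SD above its plate mean, without a fluorescence outlier flag or 80% toxicity; inconclusive = no clear call, values can overlap the other calls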;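 also: spot-positive cell cutoff set from DMSO-treated cells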
# MT stabilizer = microtubule stabilizers in HeLa cells, primary screen, imaging, high-content imaging. HeLa tubulin immunostaining HCS, 24 h; share of cells brighter than vehicle mean+2SD. % tubulin-high responders, % at 10 µM. 200,000 compounds, 0.83% hits. AID 2205, 2009;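 active = plate Z-score above 3 for both tubulin-high and condensed-nucleus cell shares, with cell loss under 80%, at 10 µM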;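 also: anti alpha tubulin signal scored within the nucleus-defined area of each cell; some results filed as inactive read as strong as hits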
# WT yeast gro inh mutant strain = recorded beside WT yeast gro inh, whose call it bears; inhibition, %; mitochondrial fusion phenotypic screen, mutant strain inhibition
# Dynein transport cytoplasmic EGFP = also measured in Dynein transport; calls as there; z-score; measured here: cytoplasmic GR-EGFP intensity; hits give high values
# Dynein transport nuclear GR-EGFP = also measured in Dynein transport; calls as there; z-score; measured here: nuclear GR-EGFP intensity;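 lower value marks the stronger effect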
# Dynein transport cell count = recorded beside Dynein transport, whose call it bears; z-score; measured here: cell count per field
# Insulin prom up cell count = further read-out of Insulin prom up, marked with its call; cell count; measured here: cytotoxicity, nuclei count;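 total cells summed across four imaged fields per well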
# b-catenin transl cell count 5 µM = second read-out of b-catenin transl, no call of its own (marks repeat the call); cell count; measured here: cell count, cytotoxicity flag
# MT stabilizer Hoechst-high % = second read-out of MT stabilizer, no call of its own (marks repeat the call); % Hoechst-high responders; measured here: nuclear condensation Hoechst responders;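 share of cells brighter than vehicle mean plus two SD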
# MT stabilizer cytotoxicity % = recorded beside MT stabilizer, whose call it bears; toxicity, %; measured here: cytotoxicity by cell density;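 0% = mean cell density of plate MIN control wells and 100% = no cells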
# Autophagy HCS cell loss 18 h = recorded beside Autophagy HCS, whose call it bears; toxicity, %; measured here: cell loss, nuclei count;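 cell loss after 18 h compound exposure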
# Active calls of the source: *; i = inactive; u = inconclusive; x = no result given. Rule as the data show it, unless noted: active = inhibition above about 50%; inactive = the rest.
SMILES,Dynein transport,Dynein transport cytoplasmic EGFP,Dynein transport nuclear GR-EGFP,Dynein transport cell count,b-catenin transl,b-catenin transl cell count 5 µM,human PMI inhibitors,Insulin prom up,Insulin prom up cell count,PMI inhibitors,WT yeast gro inh,WT yeast gro inh mutant strain,Yfh1-off respiration,Autophagy HCS,Autophagy HCS cell loss 18 h,MT stabilizer,MT stabilizer Hoechst-high %,MT stabilizer cytotoxicity %
O=C(Nc1ccccc1)c1ccc(NCCc2ccccc2)c([N+](=O)[O-])c1,-1.3,-0.3,-0.79,0.84,-0.3,1077,3%,2,1543,8%,3,-6,i,i,-52,4.8,1.9,8.7
COc1cc(Cl)c(C)cc1NC(=O)CCCN1C(=O)CCC1=O,1.1,-0.48,0.76,0.051,0.0,1207,-6%,-0.14,1032,-4%,14,14,i,i,0,1.8,1.8,7.5
COc1cccc(C(=O)Nc2ccc(N(C)C)cc2)c1OC,0.021,0.048,-0.028,0.63,0.3,1149,4%,1,1147,14%,-11,-16,i,i,3,2.2,1.8,2.3
COCCNC(=O)c1ccc(CN2CCc3ccccc3C2)cc1,0.014,-0.29,-0.25,-0.45,-0.7,560,-11%,0.15,1317,-14%,-7,-29,i,i,11,3.2,2.8,4.2
COc1ccc(CNC(=O)Nc2ccc(C)cc2)cc1,0.54,-0.13,0.7,-0.063,-0.5,1140,-9%,-0.62,1080,-3%,-7,-48,i,i,1,1.5,1.8,0.6
Nc1nc(SCC(=O)NCc2ccc3c(c2)OCO3)n[nH]1,-0.83,-0.24,-0.22,0.29,-3.5,1037,12%,0.02,1752,5%,-3,-1,i,i,5,1.6,2.0,3.5
COc1cc(O)cc2occ(-c3ccc(O)cc3)c(=O)c12,-0.11,-0.29,0.077,0.38,0.1,1061,17%,-0.24,1431,7%,1,2,i,i,6,1.6,0.6,3.6
CCOC(=O)c1ccccc1NC(=O)CN1CCC(n2nnc3cc(C(F)(F)F)ccc32)CC1,-1,-0.83,-0.8,0.22,1.3,1289,x,-0.81,898,x,x,x,i,x,x,x,x,x
CSc1nc(N)n2nc(-c3ccccc3)cc2n1,-0.46,-0.28,-0.26,1.2,-2.5,1153,x,-0.19,1556,x,x,x,i,x,x,x,x,x
CC(=O)c1ccc(S(=O)(=O)Nc2ccc(-c3cn4c(n3)SCC4)cc2)cc1,-0.66,-0.34,-0.48,1.2,-0.9,1131,-9%,1.3,1185,-6%,-10,-1,i,i,0,1.4,2.0,10
CCN=C1NN=C(c2ccc(C)cc2)CS1,-1.4,-0.044,-1.1,1.8,0.7,1274,9%,-0.71,1560,14%,-44,-26,i,i,-1,2.6,1.7,7.3
CCCNc1nc(Cl)nc(NC(C)(C)C)n1,0.03,-0.27,0.12,-0.035,-0.2,1173,-8%,-0.13,1466,-21%,4,18,i,i,17,3.7,1.8,7.0
COc1ccccc1NS(=O)(=O)c1ccc(C)c(C(N)=O)c1,-0.18,-0.24,-0.21,0.99,1.3,906,0%,-0.59,1709,3%,-5,5,i,i,-1,3.1,2.8,5.9
Cc1ccc(C(=O)OCC(=O)N2CC(=O)Nc3ccccc32)s1,-0.16,0.73,-0.21,-0.058,-6.1,992,3%,0.21,1239,5%,-13,-14,i,i,19,3.0,3.5,5.2
CCOC(=O)c1cnn(-c2ncnc3c2oc2ccccc23)c1N,x,x,x,x,-3.2,1242,-1%,0.61,1286,1%,x,x,i,x,x,x,x,x
O=C(Oc1cccc(C(=S)N2CCOCC2)c1)c1cccc([N+](=O)[O-])c1,-0.58,-0.31,-0.017,0.76,-0.4,1048,9%,0.18,1428,9%,-7,-7,i,i,-18,2.3,1.4,11
N#Cc1ccc(OCc2nnc3n2CCCCC3)cc1,-0.59,-0.21,-0.00088,-0.66,1.2,959,-13%,0.19,1228,-18%,-23,11,i,i,3,2.8,3.1,5.2
Cc1[nH]c2ccccc2c1/C=N/NC(=O)C1CC1(c1ccccc1)c1ccccc1 (stereo unspecified),-0.93,-0.071,-0.89,0.77,-4.2,554,17%,0.04,1014,9%,84*,14*,i,i,-2,2.0,2.0,9.6
COC(=O)C1=C(C)NC(C)=C(C(=O)OC)C1c1ccccn1,-0.43,-0.23,-0.35,0.8,-1.3,1087,9%,0.09,1763,8%,-1,-5,i,i,0,3.2,2.2,7.3
O=C(NCc1ccco1)N1c2ccccc2Sc2ccccc21,-0.56,-0.27,-0.02,1,-7.0,1195,-2%,0.11,1041,4%,7,5,i,i,6,1.1,1.8,6.4

# The final 2 compounds of the part above lead into the next.
SMILES,Dynein transport,Dynein transport cytoplasmic EGFP,Dynein transport nuclear GR-EGFP,Dynein transport cell count,b-catenin transl,b-catenin transl cell count 5 µM,human PMI inhibitors,Insulin prom up,Insulin prom up cell count,PMI inhibitors,WT yeast gro inh,WT yeast gro inh mutant strain,Yfh1-off respiration,Autophagy HCS,Autophagy HCS cell loss 18 h,MT stabilizer,MT stabilizer Hoechst-high %,MT stabilizer cytotoxicity %
COC(=O)C1=C(C)NC(C)=C(C(=O)OC)C1c1ccccn1,-0.43,-0.23,-0.35,0.8,-1.3,1087,9%,0.09,1763,8%,-1,-5,i,i,0,3.2,2.2,7.3
O=C(NCc1ccco1)N1c2ccccc2Sc2ccccc21,-0.56,-0.27,-0.02,1,-7.0,1195,-2%,0.11,1041,4%,7,5,i,i,6,1.1,1.8,6.4
CC1(C)CC(=O)C2=C(C1)OC(c1cccs1)C(C#N)=C2N (stereo unspecified),-0.78,-0.12,-0.11,0.12,x,x,9%,0.25,1250,13%,21,-3,i,i,23,22,2.9,49
CCOc1nnc(C)c2c(C)n(-c3ccc(Cl)cc3)nc12,0.34,-0.3,0.32,0.28,x,x,-14%,x,x,7%,-11,-12,i,i,12,2.2,3.0,7.4
CCOc1ccc(NC(=O)C(=O)NCc2ccncc2)cc1,-0.33,-0.094,-0.0037,-0.042,2.5,899,-6%,x,x,-3%,-1,-1,i,i,12,4.5,1.5,5.8
Cc1ccc(N/C=C/C(=O)C(C)(C)C)c(O)c1,0.18,-0.24,0.31,0.36,x,x,7%,0.4,854,10%,0,12,i,i,2,1.8,1.2,7.4
C/C(=N\NC(=O)Cn1nnc2ccccc21)c1ccco1,3.7,-0.17,2.9,-2.1,-0.6,984,3%,x,x,1%,-3,-8,i,i,40,1.5,1.8,3.3
O=S(=O)(Nc1cc(Sc2ncn[nH]2)c(O)c2ccccc12)c1ccccc1,-3.3,2.3,-1.8,-0.69,0.1,1074,3.3µM*,u,x,99%*,24,2,i,i,13,4.9,2.1,3.5
CCOc1cc(C)c(-c2onc(C(F)(F)F)c2-c2csc(C)n2)c(O)c1,-0.72,-0.24,-1,0.8,-0.9,1332,25%,1,1586,27%,7,3,i,i,1,2.5,1.7,6.3
COCCN1Cc2cccc(C(=O)Nc3cccc(OC)c3)c2C1=O,-1.1,-0.15,-0.56,0.28,0.3,1377,6%,-1,1348,7%,9,6,i,i,-3,4.2,3.3,7.4
COc1cccc2[nH]c3c(N4CCC(C(N)=O)CC4)ncnc3c12,-1.4,-0.22,-0.49,0.87,-2.3,841,2%,0.3,1113,-4%,3,4,i,i,20,3.8,3.0,3.7
O=S(=O)(c1cc(Cl)ccc1Br)N1CCOCC1,0.25,-0.079,0.49,1.5,-1.4,1081,1%,-0.85,1197,3%,14,16,i,i,-4,4.3,2.1,7.7
O=C(OC1Cn2c(=O)ccc(=O)n2C1)c1ccc([N+](=O)[O-])cc1,0.9,-0.21,0.23,-0.54,2.4,922,-2%,-0.12,1156,0%,-23,-14,i,i,10,4.8,3.0,3.8
CCC1(C)Cc2ccccc2/C(=C/C(=O)N2CCCCC2)N1 (stereo unspecified),-0.61,-0.24,-0.14,0.26,-2.8,999,-4%,-0.9,1239,-5%,6,2,i,i,-8,4.3,3.1,10
Cc1ccccc1-c1nc(CN2CCC(C(=O)NCCC3=CCCCC3)CC2)c(C)o1,-0.22,-0.21,0.019,-0.0098,-1.5,750,-12%,-0.26,945,-9%,26,22,i,i,-7,1.1,1.1,5.6
O=C(Nc1ccc(F)cc1F)N1CCN(C/C=C/c2ccccc2)CC1,1.8,0.014,1.4,-0.65,x,x,8%,0.78,886,4%,4,4,i,i,4,7.7,2.3,3.5
O=c1c2c(-c3ccc(Cl)cc3)csc2ncn1/N=C/c1cccc([N+](=O)[O-])c1O,0.064,-0.21,0.17,-0.2,-1.5,1128,-20%,0.3,1294,-21%,-5,-2,i,i,1,4.1,2.2,7.1
COCC(=O)N=Nc1c(O)[nH]c2ccccc12,0.83,0.08,0.23,-0.24,-0.7,930,4%,x,x,11%,-5,-8,i,i,-10,3.0,1.3,5.1
C=CCn1c(SCCN2C(=O)c3ccccc3C2=O)nc2scc(-c3ccccc3)c2c1=O,-0.091,-0.23,-0.16,0.13,-1.8,803,-5%,0.18,1447,-4%,-3,0,i,i,5,4.6,3.2,7.3
O=c1[nH]c(CSc2nnnn2-c2ccccc2)nc2ccccc12,0.13,0.42,0.36,-1.2,-3.0,1049,6%,-0.25,1485,3%,10,0,i,i,17,2.8,1.4,3.9
Cc1ccc(NC(=O)[C@@H](NC(=O)c2cccc(S(=O)(=O)N3CCOCC3)c2)C(C)C)cc1C,-0.18,-0.3,-0.46,0.66,x,x,13%,-0.25,1219,14%,16,13,i,i,4,3.3,3.0,3.9

# Source: PubChem
